Screens (PubChem BioAssay)
HttQ103 aggreg: inhibitors of mutant huntingtin aggregate formation in PC12 cells | PC12 HttQ103-GFP aggregates, Acumen cytometry, 40 h | actives 1.1% (n = 220,000) | Potency, µM (series often up to 46.1 µM), without a hit: at the highest dose activity change, negative = inhibition, usual class: inhibitors | AID 1688; also: potency is read from the fitted curve at half-maximal effect; % is scaled to controls: 0 for no effect and ±100 for the full control effect; nearly all actives have a fitted effect of over 60% in size
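Ecdysone-promoter PC12 model expressing HTT exon 1 Q103 fused to GFP, induced by tebufenozide at 100 nM final. Compounds titrated; aggregates sized 1–25 µm scored on a 488 nm laser cytometer.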
CBFb RUNX1 block: blocks binding between human CBF-beta and RUNX1; AlphaScreen CBFb-His/RUNX1-biotin binding, biochemical; Q01196+Q13951; Potency, µM (series often up to 59.8 µM), for the others: at the highest dose activity, negative = inhibition, usual class: inhibitors; 230,000 tested, under 10 active; AID 1477; also: % of control where 0% means no effect
Target sequence (Q01196 whole entry, looked up): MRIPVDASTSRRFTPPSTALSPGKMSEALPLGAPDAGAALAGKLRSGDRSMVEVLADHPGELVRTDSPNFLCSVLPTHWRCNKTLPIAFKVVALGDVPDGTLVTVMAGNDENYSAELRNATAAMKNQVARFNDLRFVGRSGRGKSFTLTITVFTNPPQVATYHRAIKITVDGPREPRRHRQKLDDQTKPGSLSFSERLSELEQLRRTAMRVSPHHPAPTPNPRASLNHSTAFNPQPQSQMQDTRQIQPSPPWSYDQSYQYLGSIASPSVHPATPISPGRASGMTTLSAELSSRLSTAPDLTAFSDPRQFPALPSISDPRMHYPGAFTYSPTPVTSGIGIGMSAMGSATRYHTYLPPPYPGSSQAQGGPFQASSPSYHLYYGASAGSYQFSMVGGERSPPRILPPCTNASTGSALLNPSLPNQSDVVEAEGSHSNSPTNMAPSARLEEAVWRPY
Target sequence (Q13951 whole entry, looked up): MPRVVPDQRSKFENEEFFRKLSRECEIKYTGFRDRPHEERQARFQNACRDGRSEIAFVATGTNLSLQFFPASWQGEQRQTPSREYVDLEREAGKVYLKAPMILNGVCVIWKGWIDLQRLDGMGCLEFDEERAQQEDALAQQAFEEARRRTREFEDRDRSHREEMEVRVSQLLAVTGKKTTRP
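Bead-based AlphaScreen assay; binding partners His-tagged CBF-beta and biotinylated RUNX1 at 30 nM each. Compound exposure 15 min after a 20-min protein preincubation; bead step 90 min; all steps at room temperature.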
L3MBTL1 inh: L3MBTL1 (human) inhibition; Q9Y468; actives 0.66% (n = 230,000); AlphaScreen L3MBTL1–H3K9me1 peptide binding; Potency, µM (series often up to 57.1 µM), without a hit: at the top dose activity, negative = inhibition, most hits filed as inhibitors; also: potency is read from the fitted curve at half-maximal effect; % is scaled to controls: 0 for no effect and ±100 for the full control effect; nearly all actives have a fitted effect of over 60% in size
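AlphaScreen assay: L3MBTL1 (50 nM final) was preincubated 30 min at room temperature with biotinylated H3(1-15)K9me1 peptide (75 nM final), then 30 min with library compounds; streptavidin donor and nickel chelate acceptor beads (10 ug/mL final) added, 30 min dark.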
IMPase Li inh: IMPase inhibition in cells with lithium potentiation; CHO-M1 cells, IP1 TR-FRET (IP-One), carbachol + lithium; Potency, µM (series often up to 59.4 µM), for inactives: at the highest dose activity, negative = IMPase inhibition, usual class: inhibitors; actives 0.35% (n = 210,000); AID 1457;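 also: IP1 builds up when IMPase is blocked and the TR-FRET signal falls; potency is read from the fitted curve at half-maximal effect; plate controls were basal vehicle for no effect and high inhibitor control for full effect; nearly all actives have a fitted effect of over 50% in size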
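CHO-M1, 2000 cells/well, 16–30 h culture; cpd + low Li+, 30 min 37C; lysis with d2-IP1/Eu-anti-IP1 Ab, 10 min RT; TR-FRET 665/620 ratio and 620 channel; AC50 via Hill.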
Epigenetic reg: derepresses silenced GFP reporter in murine cells; murine LDR cells, GFP reporter derepression, 30 h; Potency, µM (series often up to 53.9 µM), without a hit: top-dose GFP activation, most hits filed as activators; actives 0.2% (n = 280,000); AID 1865; also: potency is read from the fitted curve at half-maximal effect; % of control where 0% means no effect; nearly all actives have a fitted effect of over 60% in size
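Derepression of a silenced CMV-GFP reporter in murine LDR cells is scored by enumerating GFP-positive cells with a laser-scanning microplate cytometer after 30 hours of treatment at 37 C.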
Luc counter: counter-screen: inhibitors of Kinase-Glo firefly luciferase | Q27757 | Kinase-Glo luciferase, ATP luminescence, 8 min | actives 0.28% (n = 200,000) | Potency, µM (doses to about 38.3 µM), inactives show top-dose activity change, negative = inhibition, most hits filed as inhibitors; also: potency is read from the fitted curve at half-maximal effect; % is scaled to controls: 0 for no effect and ±100 for the full control effect; nearly all actives have a fitted effect of over 60% in size
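Kinase-Glo luciferase light output from ATP and luciferin was measured with 10 uM ATP, within the enzyme's linear range. Buffer: 50 mM imidazole pH 7.2, 50 mM KCl, 7 mM MgCl2, 0.01% Tween 20, 0.05% BSA; luminescence read after 8 min at ambient temperature.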
NPSR antag: antagonists of human neuropeptide S receptor cAMP signaling; CHO-NPSR cells, cAMP TR-FRET, antagonist mode; Q6W5P4; AID 1461; Potency, µM (titrated, usually from 38.3 µM), for the others: at the highest dose activity change, negative = inhibition, hits mostly inhibitors; actives 1% (n = 220,000); also: potency is read from the fitted curve at half-maximal effect; % is scaled to controls: 0 for no effect and ±100 for the full control effect; nearly all actives have a fitted effect of over 50% in size; many of its hits are not listed in these tables
Target sequence (Q6W5P4 whole entry, looked up): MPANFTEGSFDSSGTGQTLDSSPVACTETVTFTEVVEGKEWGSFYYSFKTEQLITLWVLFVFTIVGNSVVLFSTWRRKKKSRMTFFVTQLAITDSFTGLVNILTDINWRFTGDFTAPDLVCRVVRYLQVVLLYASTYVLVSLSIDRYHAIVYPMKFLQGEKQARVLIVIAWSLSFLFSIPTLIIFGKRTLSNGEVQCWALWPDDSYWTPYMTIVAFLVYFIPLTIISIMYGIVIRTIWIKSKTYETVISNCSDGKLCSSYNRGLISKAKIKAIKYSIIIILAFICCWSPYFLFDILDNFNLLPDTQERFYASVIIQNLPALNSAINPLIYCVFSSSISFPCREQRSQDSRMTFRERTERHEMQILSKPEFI
An asterisk follows results filed as active; ? = inconclusive; · = no result given; [ ] = another dose, or the depositor's remark. Calls follow the shape of the dose curve; as a rule, active = well fitted curve in the direction sought with a large enough effect; inconclusive = small, poorly fitted or top-dose-only effect, or another doubt; inactive = no such curve, though single readings can be large; an effect the other way counts as inactive or inconclusive. Not all compounds are listed. The share of hits here may be higher or lower than overall.

molecule,HttQ103 aggreg,CBFb RUNX1 block,L3MBTL1 inh,IMPase Li inh,Epigenetic reg,Luc counter,NPSR antag
COC(=O)/C(=C/N(C)C)C(=O)N1CCN(c2ccc(Cl)c(Cl)c2)CC1,-5.9%,-12.1%,·,3.1%,1.1%,1.1%,21.0%
CNC(=O)OC(C)CNS(=O)(=O)c1ccc(C)cc1 (configuration not stated),-3.5%,10.8%,-14.4%,12.3%[38.3 µM],-3.2%,-0.3%,-0.9%[46.1 µM]
CCOC(=O)C1(CC2CC2)CCN(Cc2cnc(-c3ccc(OC)cc3)nc2)CC1,1.1%[9.22 µM],14.3%,-4.5%,11.0%,-0.2%,·,23.1%
Cc1ccc(S(=O)(=O)NCCCNC(=O)c2ccccc2)cc1,0.1%,2.2%,-14.4%[11.4 µM],9.4%[38.3 µM],-2.1%,0.9%,?
C=CCOn1c(=O)c(-c2ccc(OC)cc2)[n+]([O-])c2ccccc21,-14.8%[9.22 µM],3.2%,-0.4%,1.3%[38.3 µM],-0.4%,-3.6%,-16.4%[46.1 µM]
CSCC[C@H](NC(=O)COc1ccc(Cl)cc1Cl)c1nc2ccccc2[nH]1,2.4%,-8.3%,-2.0%,-1.9%,-0.1%,0.0%,-3.8%
O=C1NC2(CCCCC2)C(=O)N1/N=C/c1ccccc1Br,-28.6%,7.7%,·,2.0%,-4.4%,-0.7%,-13.5%
CC(C)NC(=O)C12CC3CC(C1)CC(n1cnc(Cl)n1)(C3)C2,-18.9%,-1.3%,·,25.6%[38.3 µM],-0.1%,-3.1%,13.0%[46.1 µM]
CC1(C)Cc2cccc(C(=O)Nc3ccncc3)c2O1,8.1%[9.22 µM],-6.9%,12.8%,·,2.2%,·,17.0%
CC1CC(C)CN(CC(C)(C)NS(=O)(=O)c2ccc(Cl)cc2)C1 (configuration not stated),2.0%[9.22 µM],5.5%,·,43.5%[activator][38.3 µM],-0.3%,4.0%,-8.4%[46.1 µM]
COc1ccc(-n2c(Cc3cccn3C)nnc2SCC(=O)Nc2ccc(C(C)=O)cc2)cc1,19.0%,-3.4%,·,-13.8%[38.3 µM],0.0%,2.8%,?
CCC(C)[C@H](NC(=O)OC(C)(C)C)C(=O)N/N=C/c1ccc2cc(OC)ccc2n1 (some centres not stated),3.7%,9.6%,-5.7%,11.7%,1.3%,0.7%,-19.2%[46.1 µM]
COc1ccc(OC)c(C2N(c3cc(C)on3)C(=O)C3CCCN32)c1 (configuration not stated),-10.7%,1.0%,0.6%,-11.2%[38.3 µM],0.9%,0.4%,-5.3%[46.1 µM]
CC/C(O)=C1\C(=O)CCCC1=NCCc1c(C)[nH]c2ccc(C)cc12,10.4%[9.22 µM],-9.7%,·,·,-0.4%,·,-29.4%
Cc1cc(Br)ccc1OCC(=O)NNC(=O)Cc1ccccc1,6.6%,-17.1%,1.0%,-0.8%,-0.9%,1.0%,-2.6%
Cc1ccc(S(=O)(=O)N/N=C/c2cn(C)nc2C)cc1,18.8%,1.9%,-6.9%,0.0%[38.3 µM],-1.1%,4.6%,11.5%[46.1 µM]
CCCOc1ccc(CC(=O)NNC(=S)Nc2ccccc2)cc1Br,-8.8%,-7.0%,35.6%[activator],-0.5%,-1.0%,1.9%,-5.8%[46.1 µM]
COc1ccc(S(=O)(=O)N2CCC(n3cnc4cc(C(F)(F)F)ccc43)CC2)cc1,?,4.0%,-3.4%,15.5%[38.3 µM],-0.7%,-5.0%,-19.4%[46.1 µM]
CC(C)CC1C(C#N)=C(N)SC(N)=C1C#N,-23.1%,-5.0%,4.9%,?,-3.5%,0.4%,9.5%[46.1 µM]
CCOC(=O)/C(N=Nc1c(C)n(C)n(-c2ccccc2)c1=O)=C(\C)O,21.3%,-8.8%,2.3%,-5.3%,0.2%,0.0%,3.8%
Oc1ccc(Cl)cc1-c1cc(-c2ccccc2Cl)[nH]n1,-22.5%,8.8%,15.2%,22.0%,-1.0%,-0.1%,-0.5%[46.1 µM]
NC(=O)CC(NC(=O)Cc1ccc(Br)cc1)c1ccc(N2CCN(c3ccccc3)CC2)c([N+](=O)[O-])c1 (configuration not stated),-3.8%[9.22 µM],-8.8%,·,·,-3.2%,·,-25.5%
O=C(CN1CCCCCC1)Nc1ccc(S(=O)(=O)N2CCOCC2)cc1,11.3%[9.22 µM],0.7%,6.0%,20.9%,-0.3%,-0.1%,-9.8%
O=C(Nn1c(Cc2cccs2)nc2ccccc2c1=O)c1ccc(F)c(F)c1,-31.6%,6.9%,-4.6%,12.7%,0.3%,7.2%,?
CC(C(=O)NC1CCCC1)N1CCN(Cc2ccccc2)CC1 (configuration not stated),7.1%,14.1%,-21.3%,8.7%,-0.1%,-1.2%,13.6%
O=C(/C=C/c1cccs1)c1ccc(NC(=O)c2cccc(Br)c2)cc1,9.8%,-1.6%,-9.9%,21.0%[38.3 µM],1.0%,0.4%,-15.0%[46.1 µM]
Cc1cc(C)n2nc(CC(=O)NC3CCCCCC3)nc2n1,-3.5%,2.5%,14.8%,1.2%[38.3 µM],-2.7%,-0.8%,3.3%[46.1 µM]
COc1ccc(C(NC(=O)/C=C/c2ccco2)c2ccc(OC)cc2)cc1,21.8%,-14.8%,-11.0%,6.0%,5.7%,-0.7%,-13.6%[46.1 µM]
O=C(CSc1nc2nn(-c3ccccc3)c(=O)c-2c2n1CCCCC2)NCCCc1ccccc1,13.9%,-10.4%,-12.7%,15.5%,1.1%,0.2%,-57.7%
COc1ccc(C2=NN(C(=O)CN3CCOCC3)C(c3nc4ccccc4[nH]3)C2)cc1 (configuration not stated),-12.9%,-2.8%,6.5%,6.4%,0.0%,-1.5%,18.4%
COc1cc(-c2nc(S(=O)(=O)c3ccc(C)cc3)c(N3CCOCC3)o2)cc(OC)c1OC,-32.8%,-4.4%,-4.9%,-7.0%,-0.9%,1.9%,-10.6%[46.1 µM]
COc1ccc(NC(=O)COC(=O)c2ccc(S(=O)(=O)N(C)c3ccccc3OC)cc2)c(OC)c1,-2.1%,1.6%,-28.1%,12.9%,1.6%,-0.6%,-10.1%
Cc1cccc(OCCCC(=O)NC(C)c2ccccc2)c1 (configuration not stated),4.9%,6.9%,·,16.5%[38.3 µM],-0.1%,0.2%,-16.4%[46.1 µM]
CC1(C)Cc2c(c(N3CCOCC3)nc3sc(C(=O)N4CCCCC4)c(N)c23)CO1,10.4%,6.8%,-1.8%,-10.9%,-1.0%,5.3%,-10.3%
CC1CCC2(CC1)NC(CO)(CO)CO2 (configuration not stated),17.6%,6.5%,11.5%,-3.7%,-5.1%,1.6%,-1.8%[46.1 µM]
Cc1ccc(S(=O)(=O)N(CC(O)CN2C(=O)NC(C)(C)C2=O)c2cccc(C)c2)cc1 (configuration not stated),7.9%[9.22 µM],2.0%,0.2%,·,5.6%,·,12.6%
Cc1nc2cc(C(F)(F)F)ccc2n1C,7.6%,3.8%,1.6%,0.9%,1.3%,2.7%,9.4%
COc1ccccc1/C=C/C(=O)c1ccc(NC(C)=O)cc1,19.4%,5.9%,0.5%,6.8%,-0.9%,-1.7%,-59.5%
CCC(=O)Oc1ccc(NC(=O)CSCc2ccccc2)cc1,?,1.2%,10.9%,7.9%,-2.6%,2.1%,-6.3%
COc1ccc2c(c1)c(=O)c(C(=O)c1ccc(Cl)cc1)cn2CC(=O)Nc1ccc(F)cc1,17.1%,5.6%[2.36 µM],3.3%,-7.7%,?,-0.4%,?
O=C(C#Cc1cccc([N+](=O)[O-])c1)c1ccccc1,?,-8.8%,·,44.1%[activator][38.3 µM],?,-4.7%,3.16µM*
CCOc1ccc(CCNC(=O)CN2CCN(Cc3ccccc3C)C2=O)cc1OCC,?,2.7%,-3.7%,18.9%[38.3 µM],-3.2%,2.8%,-15.2%[46.1 µM]
CC1(C)CC(=O)C/C(=N\NC(=S)NCc2ccccc2)C1,26.6%,-19.4%,-3.6%,4.6%,-3.6%,4.0%,3.4%
O=C(Cn1c(CN2CCCCC2)nc2ccccc2c1=O)NCc1ccco1,23.1%,-2.1%,-9.2%,-18.4%[38.3 µM],-0.7%,-4.1%,8.8%[46.1 µM]
CC(C)C1CCC(C(=O)NC(Cc2ccccc2)C(=O)O)CC1 (configuration not stated),-8.8%,·,·,3.9%,1.3%,-0.9%,·
Cc1cccc(CSC2=NCCN2C(=O)c2ccc(Br)o2)c1,13.5%,-5.6%,·,12.5%[38.3 µM],10.8%,1.5%,-25.1%[46.1 µM]
CC1CCCCN1C(=S)Nc1ccc2nc3n(c(=O)c2c1)CCCCC3 (configuration not stated),?,1.3%,5.4%,3.5%,-0.1%,-1.1%,3.1%
CCc1nccn1S(=O)(=O)c1ccc(C)c(C)c1,-2.4%,6.2%,3.4%,7.5%[38.3 µM],0.0%,-0.9%,2.3%[46.1 µM]
CCOc1cc(/C=C(/C#N)c2ccc(F)cc2)ccc1OCc1ccc(C(=O)O)o1,22.2%,4.1%,-10.0%,-12.6%[38.3 µM],-1.1%,-4.3%,-29.1%[46.1 µM]
O=C(COC(=O)C1CCCN1C(=O)C12CC3CC(CC(C3)C1)C2)c1ccc(Br)cc1 (configuration not stated),-11.2%,8.0%,0.1%,-7.1%,1.3%,-1.3%,-13.5%[46.1 µM]
CN(CCO)c1nc(N)c(C#N)c(CC#N)c1C#N,5.4%[9.22 µM],2.6%,-1.2%,·,-3.2%,·,-32.8%

Arranged by SMILES length (largest number first): some entries from above
molecule,HttQ103 aggreg,CBFb RUNX1 block,L3MBTL1 inh,IMPase Li inh,Epigenetic reg,Luc counter,NPSR antag
COc1ccc(NC(=O)COC(=O)c2ccc(S(=O)(=O)N(C)c3ccccc3OC)cc2)c(OC)c1,-2.1%,1.6%,-28.1%,12.9%,1.6%,-0.6%,-10.1%
O=C(COC(=O)C1CCCN1C(=O)C12CC3CC(CC(C3)C1)C2)c1ccc(Br)cc1 (configuration not stated),-11.2%,8.0%,0.1%,-7.1%,1.3%,-1.3%,-13.5%[46.1 µM]
CCOc1cc(/C=C(/C#N)c2ccc(F)cc2)ccc1OCc1ccc(C(=O)O)o1,22.2%,4.1%,-10.0%,-12.6%[38.3 µM],-1.1%,-4.3%,-29.1%[46.1 µM]
